SR-BI HDL uptake: inhibitors of SR-BI mediated HDL lipid uptake, primary screen, ldlA[mSR-BI] cells, fluorescence, single point; Scavenger receptor class B member 1 (Mus musculus), Q61009; inhibition, % at 12.5 µM; ldlA[mSR-BI] CHO cells, DiI-HDL uptake fluorescence, 3 h; 320,000 tested, 0.96% active;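 active = mean replicate inhibition of at least 70% and a set share of replicates each scoring 70 or more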;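 note: 0% = median of neutral control wells and 100% = median of positive control wells; values of inactives mirror those of a sister screen read the other way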
Target sequence (Q61009 whole entry, looked up): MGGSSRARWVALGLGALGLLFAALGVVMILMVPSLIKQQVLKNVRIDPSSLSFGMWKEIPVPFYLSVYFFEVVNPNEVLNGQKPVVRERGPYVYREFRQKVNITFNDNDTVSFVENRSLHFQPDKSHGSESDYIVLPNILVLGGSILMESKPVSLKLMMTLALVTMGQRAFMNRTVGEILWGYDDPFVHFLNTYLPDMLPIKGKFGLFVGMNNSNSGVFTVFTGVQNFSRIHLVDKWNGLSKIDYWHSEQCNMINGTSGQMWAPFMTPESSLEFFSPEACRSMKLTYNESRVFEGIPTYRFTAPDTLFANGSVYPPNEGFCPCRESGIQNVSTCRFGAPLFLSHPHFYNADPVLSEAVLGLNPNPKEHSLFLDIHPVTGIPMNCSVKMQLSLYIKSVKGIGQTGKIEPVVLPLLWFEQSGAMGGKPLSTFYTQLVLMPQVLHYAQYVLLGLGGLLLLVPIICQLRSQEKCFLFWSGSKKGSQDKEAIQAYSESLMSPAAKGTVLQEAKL
SR-BI uptake up: activators of SR-BI mediated DiI-HDL uptake, primary screen, ldlA[mSR-BI] CHO cells, DiI fluorescence | AID 504775, 2011 | activation, % at 12.5 µM | 3 h; 100 = double the neutral-control signal | 320,000 tested, 0.096% active;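 active = mean replicate activation of at least 60% and every replicate at or above 60%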;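 note: 0% = median plate neutral-control signal and 100% = twice that signal; values of inactives mirror those of a sister screen read the other way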
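Test system: SR-BI-overexpressing, LDLR-lacking CHO cells; Also added: labelled HDL, 10 µg/mL; Measured by: bottom-read cell fluorescence after medium removal, ex 550/em 595 nm; Timing: 3 h uptake period with compound, 37 °C; Buffer or medium: F12, 0.5% BSA, 25 mM HEPES; Doses: single compound concentration, delivered by pin transfer.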
PKA-R2B act: activators of PKA-R2B holoenzyme, primary screen, biochemical, fluorescence polarization, Cy5-IP20, human. PKA-R2B holoenzyme dissociation; R2B truncated from residue 108, S112A mutant; 0% DMSO only, 100% 113 µM cGMP. activation, % at 11.4 µM. 340,000 tested, 0.079% active. AID 504700, 2011;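 active = activation above a cutoff set at the mean over all compounds plus 3 SD, cut at about 18% in these data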;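 note: higher means more holoenzyme dissociation and a rise in polarization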
CDK5 p35 inh: inhibitors of human CDK5/p35 kinase, primary screen, biochemical, single concentration; Recombinant CDK5/p35, ADP-Glo luminescence, 60 min; inhibition, % at 10 µM; 330,000 tested, 0.01% active; Cyclin-dependent kinase 5 (Homo sapiens) + Cyclin-dependent kinase 5 activator 1 (Homo …;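 active = highest replicate inhibition of at least 50% and at least 75% of replicates reaching 50%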;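 note: plate controls were DMSO neutral control for no effect and GW8510 at 10 µM for full effect; many of its hits are not listed in these tables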
dFosB activator: activators of delta FosB homodimer, primary screen, biochemical, fluorescence polarization, TAMRA-CDK5 oligo, single point | Protein FosB (Mus musculus), P13346 | purified delta FosB; percent of positive-control signal above neutral wells | activation, % at 25 µM | 340,000 tested, 0.99% active;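 active = mean activation above about 17%, with every replicate also reaching it, limit read from the data, passing the limit was not always enough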;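 note: fluorescence polarization rise as delta FosB binds a TAMRA Cdk5 AP-1 oligo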
Target sequence (P13346 whole entry, looked up): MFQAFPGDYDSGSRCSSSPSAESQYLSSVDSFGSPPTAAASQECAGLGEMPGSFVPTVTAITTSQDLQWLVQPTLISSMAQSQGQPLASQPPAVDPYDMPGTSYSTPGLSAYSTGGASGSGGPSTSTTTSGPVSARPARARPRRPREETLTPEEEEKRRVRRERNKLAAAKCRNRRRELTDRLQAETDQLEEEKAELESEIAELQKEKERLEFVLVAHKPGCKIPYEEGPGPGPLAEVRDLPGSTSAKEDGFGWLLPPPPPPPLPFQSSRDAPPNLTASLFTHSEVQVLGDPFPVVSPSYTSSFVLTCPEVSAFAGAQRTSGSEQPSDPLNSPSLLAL
NSD2 HMT inh: NSD2 histone methyltransferase inhibitors, primary screen, biochemical, AlphaScreen, single concentration, set 2; NSD2 peptide methylation, 120 min; inhibition, % at 12.5 µM; 310,000 tested, 0.54% active; in the data active = inhibition above about 50%
DSG3 Ab inh: inhibitors of pemphigus antibody binding to DSG3, primary screen, biochemical, bead-based, flow cytometry, scFv-GFP. Desmoglein-3 (Homo sapiens), P32926. DSG3-coupled beads, scFv-anti-DSG3-GFP binding; active compounds read low. binding (percent of control), % at 10 µM. 310,000 tested, 0.48% active;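 active = binding more than 3 SD below its plate's average and above zero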;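 note: hits lower antibody fragment binding to DSG3; some compounds called inactive have numbers as strong as hits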
MITF TRPM1 HTS: activators of MITF-driven TRPM1 promoter reporter, primary screen, cell-based, SK-MEL-5, luciferase, single point; 300,000 tested, 0.75% active; activation, % at 12.5 µM; SK-MEL-5 TRPM1-promoter luciferase, 24 h; % of positive control, neutral wells = 0; AID 588334, 2011;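 active = mean activation of at least 80% with every replicate also reaching 80%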;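 note: 0% = neutral control wells and 100% = parthenolide positive control wells; values of inactives mirror those of a sister screen read the other way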
Arr AP2 block: inhibitors of beta-arrestin/AP2 binding, primary screen, biochemical, GPCR trafficking, flow cytometry; 340,000 tested, 0.31% active; FITC-arrestin peptide / GST-AP2 beads; AP2 beta2 appendage carries R879A mutation; beta-arrestin 1 C-terminal peptide binding to AP2 beta2-adaptin appendage (human); inhibition, % at 10 µM; AID 504490, 2011;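 active = inhibition above a set limit, near 3 SD of compounds lacking own fluorescence, cut at about 54% in these data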;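 note: plate controls were DMSO wells for no effect and 5 µM unlabelled arrestin peptide for full effect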
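System: GST-AP2 R879A glutathione beads. Medium: PBS with 0.05% Tween 20 and 0.1% BSA. Also added: FITC-arrestin peptide, 50 nM. Incubation: 12 min plus 1 h, RT. Measured by: high-throughput flow cytometry of beads, ex 488, em 535 nm. Evaluation: percent drop in bead-associated FITC signal.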
Mot1-301 SUMO: yeast Mot1-301 growth rescue at high temperature, primary screen, SUMOylation pathway inhibitor project, S. cerevisiae, ATP luminescence, 38.5C; S. cerevisiae Mot1-301 growth rescue; percent above DMSO median, 100 means doubled; growth rescue, % at 18.8 µM; 320,000 tested, 1% active; AID 2716, 2010;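 active = every valid replicate shows activation above 250% relative to neutral control wells; inactive = the rest, any valid replicate at or below 250%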;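 note: OY570 slx delta 5 strain wells were the positive control but not used for scaling; some compounds called inactive have numbers as strong as hits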
PKA-R1A activ: activators of PKA-R1A holoenzyme, primary screen, biochemical, fluorescence polarization, Cy5-IP20, bovine R1A, mouse PKAc. cAMP-dependent protein kinase type I-alpha regulatory subunit (Bos taurus) + …. PKA-R1A dissociation; scaled: DMSO 0%, 113 µM cGMP 100%. activation, % at 11.4 µM. 340,000 tested, 0.083% active. AID 504707, 2011;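 active = percent activation above the mean of all tested compounds plus 3 SD, cut at about 19% in these data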;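 note: higher means more PKAc released from R1A so a rise in polarization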
Numbers without * were called inactive; · = no result given. Not a hit list, and some 4.7% of all compounds hit somewhere here.

SMILES | SR-BI HDL uptake | SR-BI uptake up | PKA-R2B act | CDK5 p35 inh | dFosB activator | NSD2 HMT inh | DSG3 Ab inh | MITF TRPM1 HTS | Arr AP2 block | Mot1-301 SUMO | PKA-R1A activ
CCN(C(=O)Cn1c(=O)n2nc(CCn3nc(C)cc3C)nc2c2ccccc21)c1cccc(C)c1 | 1.3 | -1.3 | -4.3 | 0.1 | -16.2 | 4.4 | 97.0 | 3.1 | 2.2 | 24.6 | -4.2
CCC1=NN2C(=N)/C(=C\c3cccn3-c3ccc(OC)cc3)C(=O)N=C2S1 | 17.1 | -17.1 | -9.4 | -0.5 | -24.9 | 9.1 | 100.8 | 1.0 | 3.9 | 0.7 | -5.7
O=C(CN1CCN(S(=O)(=O)N2CCOCC2)CC1)Nc1ccc(Cl)c(Cl)c1 | -8.7 | 8.7 | 6.8 | 0.9 | 0.2 | · | · | -4.7 | 27.5 | 300.3 | -1.2
OCc1ccc2c(c1)c(-c1ccc3c(c1)OCCO3)c(-c1ccccc1)n2-c1ccccc1 | -0.8 | 0.8 | -6.3 | 1.0 | -7.4 | · | 97.8 | -3.3 | -3.7 | 4.4 | 0.5
COC(=O)c1sc(-c2ccc(C(C)(C)C)cc2)cc1NC(=O)CSCC(=O)O | · | · | 2.8 | 0.9 | -30.2 | 7.0 | · | · | -2.2 | -9.5 | 2.1
COCCC(=O)N1CCC(Oc2ccc(C(=O)NCc3csc(C)n3)cc2)CC1 | 1.4 | -1.4 | 1.3 | -6.3 | -0.6 | -0.6 | 98.0 | 7.6 | 4.1 | 0.8 | 3.1
COc1ccc2cc(C(=O)C3CCCN(C(=O)c4cc(=O)n(C)c(=O)n4C)C3)ccc2c1 (centres undefined) | 23.0 | -23.0 | 5.4 | -2.8 | 1.2 | -1.1 | 104.1 | 14.2 | -4.3 | -13.8 | 3.7
CCc1ccc(OCCCC(=O)Nc2ccc(N3CCCCC3)cc2)cc1 | 6.6 | -6.6 | -0.1 | 1.1 | -1.6 | -1.5 | 102.2 | 11.3 | 2.8 | 16.1 | -6.7
COc1ccc2[nH]c3c(c2c1)CCN1C(=O)C(CC(=O)NCCCn2ccnc2)C[C@H](C(=O)N2CCCCC2)[C@@]31C (some centres undefined) | -36.2 | 36.2 | -1.7 | 3.3 | -10.2 | · | 97.5 | 7.1 | 35.1 | · | -2.2
CN(C)S(=O)(=O)c1cccc(NC(=O)/C=C/c2ccc(S(=O)(=O)N3CCOCC3)cc2)c1 | 52.2 | -52.2 | 1.6 | -0.7 | -3.5 | -4.2 | · | -12.6 | 4.8 | -7.1 | 11.8
CN1C(=O)C(CC(=O)Nc2ccc3c(c2)Cc2ccccc2-3)N(C)C1=O (centres undefined) | 62.2 | -62.2 | 5.3 | 0.8 | 4.1 | -0.8 | · | · | 10.7 | -15.7 | 1.8
COc1ccc(C(=O)N(C)C2(C)CCS(=O)(=O)C2)cc1OC (centres undefined) | -4.9 | 4.9 | 0.2 | 0.5 | 0.4 | -1.2 | 97.5 | 4.2 | 17.9 | 7.2 | -4.8
COc1ccccc1NC(=O)CSc1nnnn1-c1ccc2c(c1)OCO2 | 7.9 | -7.9 | 6.2 | -1.2 | -15.8 | 1.6 | 85.9 | -7.1 | 8.0 | -11.0 | 1.6
O=C(NCC(c1ccc(F)cc1)N1CCOCC1)c1cccnc1Sc1ccccc1 (centres undefined) | -8.6 | 8.6 | -15.9 | 2.8 | -3.7 | 1.2 | 99.5 | -2.9 | -8.3 | 2.3 | 0.0
CCC(=O)Nc1c(-c2cccs2)c(=O)c2ccccc2n1C | -7.8 | 7.8 | 1.2 | 2.9 | -2.1 | 1.7 | 108.1 | -10.8 | 4.6 | -18.8 | 4.2
Cn1c(-c2ccccc2)cnc1NCc1ccccc1 | -5.9 | 5.9 | 2.1 | -0.4 | 7.0 | 1.0 | 115.0 | · | 1.7 | 133.3 | -3.4
CCCCn1c(N)c(N(Cc2ccccc2OC)C(=O)CCC(C)C)c(=O)[nH]c1=O | 3.3 | -3.3 | 1.9 | -1.0 | -3.7 | -1.5 | 117.6 | 2.7 | -4.5 | 81.2 | -10.6
Cc1cc(NS(=O)(=O)c2ccc(NC(=S)NC(=O)c3cccnc3)cc2)no1 | -17.6 | 17.6 | -9.2 | 3.8 | -0.6 | -9.1 | 101.0 | -4.2 | -3.3 | -3.5 | -11.5
O=C(C1=C(O)C(=O)N(Cc2ccco2)C1c1cccc(Cl)c1)c1ccco1 (centres undefined) | -10.7 | 10.7 | -9.0 | -0.1 | -4.3 | 3.8 | 96.5 | 0.4 | -3.1 | -0.2 | -11.8
Cc1cnc([N+](=O)[O-])n1CCOC(=O)c1cccc(F)c1 | -9.6 | 9.6 | -6.2 | 1.2 | -2.6 | -0.2 | 96.7 | -10.3 | 27.4 | 10.5 | 7.4
CC(C)N(C(=S)Nc1cccnc1)c1ccccc1 | -11.2 | 11.2 | 0.6 | 1.5 | -0.7 | -0.4 | 103.3 | 0.9 | -12.3 | 12.8 | 4.9
Cc1nn(C)c(C)c1CS(=O)(=O)c1ccccc1 | -21.5 | 21.5 | -13.6 | -0.6 | -2.0 | -3.7 | 107.7 | -12.3 | -9.1 | 99.5 | -1.4
CC(=O)OCC(=O)C1(O)CCC2C3CC(C)C4=CC(=O)CCC4(C)C3C(O)CC21C (centres undefined) | 0.2 | -0.2 | 3.7 | 0.7 | -6.5 | -4.0 | 93.7 | 17.7 | 11.0 | · | 5.3
CC(=O)c1cccc(NC(=O)NC2CC3CCCC(C2)N3CC(C)C)c1 (centres undefined) | 5.8 | -5.8 | -9.6 | 0.6 | 0.1 | 4.3 | 100.0 | -32.1 | 47.1 | 90.6 | 3.8
CC(C)Oc1c(Br)cc(Br)cc1/C=N/NC(N)=S | 35.0 | -35.0 | -18.1 | 1.1 | -7.7 | 2.0 | 116.4 | -0.4 | 0.0 | -27.9 | -14.0
O=C(NCc1cccnc1)C(=O)NCC1OCCCN1S(=O)(=O)c1ccc(Cl)cc1 (centres undefined) | 1.0 | -1.0 | 2.7 | 1.5 | 2.8 | 1.0 | 97.9 | -9.4 | 1.8 | -3.6 | -0.3
CCOc1ccc(OCc2ccc(C(=O)Nc3cccc(C)n3)o2)cc1 | 5.3 | -5.3 | -2.5 | 0.7 | -4.5 | 2.3 | 96.2 | 21.1 | 8.3 | -6.7 | 2.3
Cc1ccc(NC(=O)c2c(C)nn(-c3ccccc3)c2Cl)cc1 | 8.0 | -8.0 | 1.5 | 0.9 | -14.7 | -1.7 | 96.0 | 40.6 | -4.5 | -8.8 | 7.3
Cc1n[nH]c(=O)n1-c1ccc(OCc2ccccc2)cc1 | · | · | -9.4 | 0.2 | -6.5 | · | 89.7 | 50.7 | -3.1 | -4.9 | -1.1
CCc1cc2c3c(c(=O)oc2cc1O)CCCC3 | -5.3 | 14.1 | -6.2 | -0.8 | -5.3 | -4.5 | 93.2 | -17.1 | -1.6 | -12.7 | -0.7
O=C(Nc1ccc2c(c1)CCC2)c1cc2ccccc2o1 | 10.4 | -10.4 | -2.7 | -0.4 | -10.7 | 0.5 | 82.1 | 50.4 | -6.3 | 18.1 | -7.7
NC(=O)[C@@H]1CCCN1C(=O)c1ccc2nc(Cc3ccccc3F)oc2c1 | -17.8 | 17.8 | 2.2 | -1.2 | 1.9 | 1.9 | 99.3 | 10.8 | -12.3 | -7.8 | -6.6
CC(=O)c1noc(C)c1C(=O)Nc1nccs1 | -46.9 | 46.9 | 2.0 | 1.6 | 2.6 | 5.9 | 94.2 | 3.6 | -5.3 | 14.5 | -3.0
COc1ccccc1Nc1nc2c(s1)CCC2 | 27.7 | -27.7 | -0.6 | -0.4 | -7.2 | 2.9 | 96.8 | 34.7 | 6.4 | -10.9 | 6.3
CCc1nnc(NC(=O)CN2C(=O)NC3(CC(C)CC(C)(C)C3)C2=O)s1 (centres undefined) | -12.6 | 12.6 | 2.5 | 0.7 | -13.4 | 13.2 | 107.0 | -1.7 | 2.5 | 6.6 | 1.2
Cc1cc(=O)n(CCCO)c(O)c1C#N | -13.4 | 13.4 | 5.1 | 0.9 | -4.0 | -0.2 | 105.1 | 6.7 | -7.0 | 7.6 | 2.4
CC(=O)NCc1ccc(C(=O)COC(=O)COc2ccc(Cl)c(C)c2)s1 | -4.7 | 4.7 | -0.7 | 0.5 | -12.3 | -4.8 | 95.2 | 7.2 | 26.4 | 26.7 | -10.9
O=C(NCc1ccccn1)c1ccc(Cl)s1 | -39.1 | 39.1 | -4.2 | -0.7 | 0.0 | -1.3 | 99.2 | 28.5 | -2.3 | 31.5 | -5.2
COc1ccc(NC(=O)c2cc(-c3cc(Cl)ccc3O)n[nH]2)c(OC)c1 | 10.3 | -10.3 | -2.8 | 0.9 | 5.5 | -2.0 | 117.7 | 8.1 | -10.6 | 6.3 | -4.0
Cc1cc(SCC(=O)N/N=C/c2cccnc2)nc2c(C)cccc12 | 21.6 | -21.6 | 4.6 | 0.3 | 67.2* | -1.6 | 106.0 | -12.5 | -1.0 | -2.4 | 3.1

Profiles, quoted from the list. Order of values: SR-BI HDL uptake	SR-BI uptake up	PKA-R2B act	CDK5 p35 inh	dFosB activator	NSD2 HMT inh	DSG3 Ab inh	MITF TRPM1 HTS	Arr AP2 block	Mot1-301 SUMO	PKA-R1A activ
Results for COc1ccc(NC(=O)c2cc(-c3cc(Cl)ccc3O)n[nH]2)c(OC)c1 → 10.3	-10.3	-2.8	0.9	5.5	-2.0	117.7	8.1	-10.6	6.3	-4.0
Results for CC(=O)c1noc(C)c1C(=O)Nc1nccs1 → -46.9	46.9	2.0	1.6	2.6	5.9	94.2	3.6	-5.3	14.5	-3.0

From PubChem BioAssay
